PGE2 EP2 inh = inhibitors of human EP2 prostaglandin E2 receptor; AID 1422; C6 glioma cells expressing human EP2, cAMP TR-FRET; cells stimulated with saturating PGE2; P43116; inhibition, % at 25 µM; hit rate 0.52% among 260,000;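 active means percent inhibition above 40 after rounding to a whole number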;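 further: rat C6 glioma host cells with rolipram phosphodiesterase inhibitor present; the protocol text gives 20 µM as final concentration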
Target sequence (P43116 whole entry, looked up): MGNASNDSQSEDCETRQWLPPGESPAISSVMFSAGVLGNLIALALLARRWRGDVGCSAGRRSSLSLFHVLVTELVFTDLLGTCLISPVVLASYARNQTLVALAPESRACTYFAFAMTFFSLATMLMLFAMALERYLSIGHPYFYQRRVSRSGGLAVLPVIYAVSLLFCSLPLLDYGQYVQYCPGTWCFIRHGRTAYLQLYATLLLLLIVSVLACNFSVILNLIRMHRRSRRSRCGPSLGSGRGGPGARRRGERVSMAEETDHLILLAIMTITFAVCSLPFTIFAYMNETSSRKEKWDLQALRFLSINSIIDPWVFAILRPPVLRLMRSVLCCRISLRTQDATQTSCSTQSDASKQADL
Hck-Nef inh = human Hck-Nef kinase inhibition; hit rate 0.68% among 220,000; P08631; Recombinant Hck-YEEI plus Nef, Z-Lyte FRET kinase assay; inhibition, % at 20 µM;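 active means Hck-Nef kinase inhibition above about 50%, limit read from the data; inactive means inhibition below that limit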;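 further: 0% = DMSO with Hck plus Nef and 100% = Hck alone without Nef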
Target sequence (P08631 whole entry, looked up): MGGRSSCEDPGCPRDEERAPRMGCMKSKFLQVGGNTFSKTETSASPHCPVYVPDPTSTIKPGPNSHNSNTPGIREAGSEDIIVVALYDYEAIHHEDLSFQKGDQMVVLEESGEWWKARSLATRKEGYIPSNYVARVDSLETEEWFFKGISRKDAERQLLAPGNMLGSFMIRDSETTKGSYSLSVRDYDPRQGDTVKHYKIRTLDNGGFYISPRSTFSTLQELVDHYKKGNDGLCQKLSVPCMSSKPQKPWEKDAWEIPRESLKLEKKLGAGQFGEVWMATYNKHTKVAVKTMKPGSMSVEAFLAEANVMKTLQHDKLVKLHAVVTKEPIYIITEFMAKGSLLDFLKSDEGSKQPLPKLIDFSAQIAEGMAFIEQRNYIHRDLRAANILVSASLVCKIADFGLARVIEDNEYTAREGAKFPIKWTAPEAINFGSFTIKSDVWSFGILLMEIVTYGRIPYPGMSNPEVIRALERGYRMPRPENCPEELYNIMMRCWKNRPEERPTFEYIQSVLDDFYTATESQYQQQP
zVAD death inh = blocks zVAD induced death of L929 cells; hit rate 0.38% among 220,000; viability rescue, % at 10 µM; AID 1377; L929 zVAD necroptosis rescue, ATP luminescence, 24 h; with zVAD 60 µM;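 active means activation, scaled between plate controls, above about 75%, limit read from the data; inactive means activation under that limit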;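 further: 0% = zVAD with DMSO and 100% = DMSO alone without zVAD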
Calpain2 inh = calpain II (pig) inhibition | purified calpain II, fluorogenic peptide substrate, 30 min | inhibition, % at 16 µM | AID 1236 | hit rate 0.37% among 220,000;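 active means inhibition above about 50%, limit read from the data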
Rad51 HR inh = blocks human Rad51 in homologous recombination; hRad51 DNA strand exchange, fluorescence dequenching; AID 1385; Q06609; hit rate 0.085% among 200,000; inhibition, % at 10 µM;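 active means inhibition above 40% at the single screening dose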;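 further: 0% = DMSO control wells and 100% = blanks with heterologous ssDNA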
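Material: human Rad51–ssDNA filaments; Probe or stimulus: labelled 47-mer dsDNA for strand exchange; Doses: single 10 µM dose; Incubation: 37 °C 15-min filament assembly, 30-min compound preincubation, 15-min exchange; Technique: FRET fluorescence dequenching, excitation 485 nm, emission 520 nm; Measure: Fluorescence-based percent inhibition, control- and blank-normalised; Benchmarks: plate control and blank wells.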
EP2 mod = modulators of human EP2 prostaglandin E2 receptor; induction, % at 25 µM; hit rate 0.83% among 260,000; EP2-expressing cells, cAMP HTRF FRET, PGE2 co-stimulation;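 active means compounds whose cAMP rise, as percent of the full-agonist control response, exceeds 60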;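 further: rat C6 glioma line stably carrying human EP2 under a CMV promoter; the protocol text gives 20 µM as final concentration; 100% = response of wells given 1 µM PGE2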
TbHK1 inh = T. brucei hexokinase 1 inhibition; inhibition, % at 10 µM; AID 1430; hit rate 0.11% among 220,000; recombinant TbHK1, G6PDH-coupled NADH A340;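 active means inhibition of 50% or more in the single-dose primary screen; inactive means inhibition below 50%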
14-3-3 Bad inh = disrupts binding of bovine 14-3-3 zeta to phospho-Bad peptide; P63103; TR-FRET 14-3-3zeta/Dy647-pBad peptide displacement, 1 h; inhibition, % at 21.7 µM; hit rate 0.71% among 220,000; AID 781;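 active means inhibition above about 70%, limit read from the data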;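 further: 0% = full 14-3-3 plus peptide FRET controls and 100% = background without 14-3-3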
eIF4E-4G inh = blocks eIF4E binding to eIF4G; TR-FRET eIF4E-eIF4GI(517-606) binding, 2 h; inhibition, % at 21.7 µM; hit rate 0.37% among 220,000;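 active means inhibition above about 30%, limit read from the data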;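 further: 0% = full FRET control wells and 100% = background wells lacking eIF4GI fragment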
An asterisk follows results filed as active; i = inactive; / = no result given; & = joins results of further samples; [ ] = dose if it differs, or a comment. This is a subset; the hit share may differ from the screen's.

SMILES | PGE2 EP2 inh | Hck-Nef inh | zVAD death inh | Calpain2 inh | Rad51 HR inh | EP2 mod | TbHK1 inh | 14-3-3 Bad inh | eIF4E-4G inh
COC(CNC(=O)c1ccc2c(c1)nc(C)n2-c1ccc(F)c(F)c1)OC | 0 | -2 | 0.1 | -17 | 4 | 13 | -1 | -2 | 4
N#Cc1nc(COc2ccc(Cl)cc2Cl)oc1N1CCN(c2ccccc2)CC1 | 6 | 0 | 0.0 | -26 | -2 | -16 | 5 | -4 | -12
N#C/C(=C/Nc1ccccc1C(=O)O)C(N)=O | 7 | 9 | 0.7 | -1 | 13 | 18 | -80 | -2 | -9
Cc1nc2cc3nc(C)sc3cc2s1 | 8 | 13 | 2.1 | 14 | / | -10 | 1 | 9 | -2
CCOc1ccc2nc(NS(=O)(=O)c3ccc4c(c3)n(C)c(=O)n4C)sc2c1 | / | 2 | 0.3 | -5 | / | 30 | -5 | 2 | -3
Cc1nn(Cc2c(Cl)cccc2Cl)c(Cl)c1/C=C/C(=O)OCC(=O)NCC(F)(F)F | 8 | 8 | -0.3 | -54 | 1 | 7 | -9 | 48 | -22
CCCCCNC(=O)N[C@H](C(=O)O)C(C)C | 9 | -8 | / | 19 | / | 25 | -5 | -6 | -1
C=CCN1C(=S)N[C@@H]2CS(=O)(=O)C[C@@H]21 | 2 | 11 | 0.3 | -13 | -7 | 27 | -3 | -2 | -2
CCOC(=O)c1cc2c3ccccc3n(CC)c2nc1N | / | 1 | 0.1 | -135 | / | 15 | 1 | 22 | 14
COc1ccc(N=Nc2cnc(C)nc2-c2ccccc2)cc1 | 11 | 1 | 0.6 | -4 | -1 | -41 | -13 | -4 | -1
COc1cc(Cl)c(C)cc1NC(C)C(=O)Nc1cc(C(F)(F)F)ccc1N1CCOCC1 (stereo not given) | 2 | 3 | 0.4 | 6 | 18 | 54 | -5 | -19[fluorescence artefact?] | 11
CCC(=O)Nc1cc(=O)[nH]c2ncnn12 | 3 | 0 | 1.9 | -4 | 4 | 4 | 2 | -2 | -7
CN(CCc1ccccn1)C(=O)c1cccnc1Oc1ccc(Cl)cc1 | 8 | 22 | -0.7 | -24 | -4 | 44 | -6 | 4 | -3
COc1ccc(-c2nnn(CC(=O)N(Cc3ccccc3Cl)C(C(=O)NCC3CCCO3)c3ccco3)n2)cc1 (stereo not given) | 0 | -1 | 0.0 | 18 | 2 | 21 | 2 | 4 | -4
O=C(CCCn1c(SCc2cc(=O)n3cc(Cl)ccc3n2)nc2ccccc2c1=O)NCC1CCCO1 (stereo not given) | 5 | 22 | -1.6 | -3 | -19 | 4 | -11 | 8 | 3
COc1cc(-c2ccc(=O)[nH]n2)ccc1OC(F)F | 20&10 | / | / | -16 | -6 | 60 | / | 9 | 1
COc1ccc(N(C(=O)c2cc3ccccc3oc2=O)C2C=CS(=O)(=O)C2)cc1 (stereo not given) | 7 | 13 | 0.2 | -7 | 28 | 13 | -12 | -16 | 0
N#Cc1ccc(NC(=O)COC(=O)CNC(=O)C2CCCCC2)cc1 | 5 | -21 | 0.8 | 13 | -2 | 24 | 6 | 1 | 1
C=C(C)COc1ccc(-c2nc(N)nc(C)c2Oc2ccccc2OC)c(O)c1 | 21 | 0 | -0.4 | -217 | -2 | -31 | 12 | -16[fluorescence artefact?] | -25[fluorescence artefact?]
O=C(CSc1nnc2c(Cl)cc(Cl)cn12)N1CCN(c2ccc(F)cc2)CC1 | 6 | 0 | 1.0 | 10 | 0 | 1 | 31 | 6 | 1
C=CCn1c(O)c(N=NC(=O)c2ccccc2NS(=O)(=O)c2cccs2)c2ccccc21 | 10 | 2 | 1.1 | -53 | 3 | 6 | -14 | 3 | -3
CCOC(=O)c1ccccc1NS(=O)(=O)c1ccc(OCC)cc1 | 8 | -18 | -0.1 | 30 | -1 | -38 | 1 | 4 | -5[fluorescence artefact?]
O=C(NC1CCCc2ccccc21)C1CCCN(S(=O)(=O)c2cnc[nH]2)C1 (stereo not given) | 22 | 1 | 0.2 | -16 | 4 | 21 | -2 | 6 | -1
CSc1ccc(/C=c2\s/c(=C\C(=O)C(C)(C)C)n(CC(=O)NCCC3=CCCCC3)c2=O)cc1 | 0 | -3 | 1.5 | 14 | -22 | -2 | -12 | 0 | 3[fluorescence artefact?]
CN(CC(=O)NCCN1CCN(c2ccccc2)CC1)S(=O)(=O)c1ccc2c(c1)CCC(=O)N2 | 12 | 1 | -0.3 | -34 | 4 | 8 | 1 | 9 | 0

Continued; it opens with the three that closed the last part.
SMILES | PGE2 EP2 inh | Hck-Nef inh | zVAD death inh | Calpain2 inh | Rad51 HR inh | EP2 mod | TbHK1 inh | 14-3-3 Bad inh | eIF4E-4G inh
O=C(NC1CCCc2ccccc21)C1CCCN(S(=O)(=O)c2cnc[nH]2)C1 (stereo not given) | 22 | 1 | 0.2 | -16 | 4 | 21 | -2 | 6 | -1
CSc1ccc(/C=c2\s/c(=C\C(=O)C(C)(C)C)n(CC(=O)NCCC3=CCCCC3)c2=O)cc1 | 0 | -3 | 1.5 | 14 | -22 | -2 | -12 | 0 | 3[fluorescence artefact?]
CN(CC(=O)NCCN1CCN(c2ccccc2)CC1)S(=O)(=O)c1ccc2c(c1)CCC(=O)N2 | 12 | 1 | -0.3 | -34 | 4 | 8 | 1 | 9 | 0
CCOC(=O)c1cc(C(=O)c2cccs2)n2ccc(C(C)=O)cc12 | 10 | 25 | 0.6 | i | 5 | 64* | -4 | -11[fluorescence artefact?] | -31[fluorescence artefact?]
CC(C)N(C)C(=O)C(=O)c1cccn1-c1cccc(Cl)c1C#N | 6 | 25 | 1.4 | 24 | 1 | 6 | 2 | -3 | -5
O=C(NCc1ccco1)C1CC(=O)N(CCc2ccccc2)C1 (stereo not given) | 9 | -1 | 1.4 | -8 | 3 | -4 | 3 | 2 | -3
O=C(Cn1nc(-c2ccc(Cl)cc2)ccc1=O)NCCN1CCOCC1 | 13 | 0 | 1.3 | -23 | 9 | 17 | -8 | 2 | -2
CSc1ccc(C(C(C(=O)c2cccs2)N2CCOCC2)N2CCOCC2)cc1 (stereo not given) | 10 | 1 | -0.3 | -2 | -3 | 8 | -4 | 5 | 1
CS(=O)(=O)n1nc(-c2ccco2)nc1N | 1 | 14 | 1.0 | -1 | / | 11 | -5 | -1 | 1
O=c1cc(N2CCCCCC2)[nH]c(=O)n1-c1ccc(Cl)cc1 | 14 | 9 | -0.2 | 0 | -3 | -15 | -9 | 2 | 0
CN(C)/C=C1/Nc2ccccc2C1=O | 17 | -1 | -0.1 | 9 | -3 | -13 | -32 | -17[fluorescence artefact?] | 5[fluorescence artefact?]
S=c1[nH]cc(-c2ccccc2)[nH]1 | 6 | -60 | 0.9 | -31 | 7 | -25 | -6 | 1 | -5
COc1ccccc1Nc1nc(Cl)nc(Nc2ccccc2OC)n1 | 3 | 4 | 2.9 | -15 | -3 | 17 | -3 | -20 | 7
O=C(CN1C(=O)C(=O)N(Cc2ccco2)C1=O)c1c[nH]c2ccccc12 | 9 | 25 | 0.2 | 9 | / | 7 | -11 | -5 | -7
Cc1occc1-c1nnc(SCC(=O)Nc2ccccc2N2CCCCC2)n1C | 7 | 0 | 0.7 | 2 | -6 | 55 | 8 | -3[fluorescence artefact?] | -7
COc1ccc(OC)c(NC(=O)COC(=O)/C=C/c2ccc(Cl)cc2)c1 | 12 | 1 | / | 1 | / | -34 | -5 | 6 | 1
Cc1cccc(N=N/C(=C\O)C(=O)c2cccs2)c1 | 7 | 25 | 2.2 | -30 | -9 | 64* | -3 | -2 | 0
Cc1cc2ccccc2c(=O)n1CC(=O)NCC1COc2ccccc2O1 (stereo not given) | 11 | 2 | -0.2 | -19 | -2 | 3 | -6 | -5 | 0
C=CCNC(=S)N/N=C(\C)c1cccc(OC)c1 | 9 | 4 | -0.6 | 7 | 6 | 22 | -2 | 0 | 1
Clc1ccc(-c2nnc(Sc3nc4ccccc4o3)c3ccccc23)cc1 | 19 | 1 | 1.6 | -64 | 9 | 1 | 0 | 2[fluorescence artefact?] | -1
CCN(CC)CCOc1ccc2nc(N(C)C)sc2c1 | 5 | 2 | -0.1 | 6 | 3 | 1 | 3 | 51 | -1
CCC(=O)c1ccc(OC(=O)c2cccs2)cc1 | 13 | 1 | 0.8 | -9 | -6 | -6 | 6 | 3 | 2
O=C1CN(C(=O)C2CCCC2)CCN1 | 18 | 1 | 0.4 | -15 | 3 | -16 | -4 | -3 | 2
Cn1c(CC(=O)Nc2ccccc2)n[nH]c1=S | 9&5 | 19 | 2.9 | -19 | 5 | 6&20 | -1 | -6 | -3
Cc1ccc2nc3c(cc(C(=O)NCC4CCCO4)n3C)c(=O)n2c1 (stereo not given) | 11 | 27 | 1.6 | -440 | 4 | 2 | -5 | 13 | -2
CC(C(=O)N1CCCCCC1)c1ccc([N+](=O)[O-])cc1 (stereo not given) | 6 | 6 | 0.1 | -18 | / | 1 | 2 | 5 | -2
COc1ccc(C(=O)NC2CCN(C(=S)Nc3cccc(C)c3C)CC2)cc1 | / | 0 | 1.3 | -25 | / | -24 | 1 | -1[fluorescence artefact?] | -9
O=C(Nc1nnc(/N=C/c2ccco2)s1)c1ccc(F)cc1 | 6 | -1 | 0.1 | 19 | -9 | -24 | 3 | -2 | -1
Carrying on.
SMILES | PGE2 EP2 inh | Hck-Nef inh | zVAD death inh | Calpain2 inh | Rad51 HR inh | EP2 mod | TbHK1 inh | 14-3-3 Bad inh | eIF4E-4G inh
C=CCn1c(CCNC(=O)c2ccc(Cl)c(Cl)c2)nnc1SCCOc1ccc(OC)cc1 | 13 | -2 | -0.1 | 22 | 2 | 0 | -1 | 13 | 4
CN(C)C(=O)COC(=O)c1cccnc1Nc1ccccc1F | 7 | -44 | -1.0 | 21 | 12 | -7 | -8 | 2 | 4
Cc1ccccc1-n1c(C)cc(/C=C2\NC(=O)NC2=O)c1C | 3 | 41 | -1.0 | 1 | 1 | 41 | -32 | 0[fluorescence artefact?] | 5
Cc1cc(O)cc(O)c1C(=O)Cc1cnn(-c2ccccc2)c1 | 10 | -3 | -0.2 | -8 | -2 | -31 | -12 | 10 | -7
Cc1occc1C(=O)Nc1c(F)c(F)c(F)c(F)c1F | 8 | 1 | 0.3 | 0 | -1 | 18 | -1 | 9 | 1
Cc1ccc(S(=O)(=O)N2CCN(c3ccc(C(=O)N4CCOCC4)cc3[N+](=O)[O-])CC2)cc1 | 9 | 2 | 0.0 | -5 | 1 | -16 | 29 | -29 | 1
COc1ccc(-c2cc(CNC(=O)CN3CCN(C)CC3)on2)cc1 | 9 | -1 | -0.2 | 1 | 6 | -4 | -6 | -4 | 2
COc1ccc(N2C(=O)CC2(C#N)c2ccc(OCc3ccccc3)cc2)cc1 (stereo not given) | 9 | 2 | 0.9 | 26 | -1 | -72 | 30 | -6 | 7
COc1ccc(-c2nc(=S)c3c([nH]2)Oc2ccc(C)cc2C3)cc1O | 4 | 2 | -0.6 | 27 | -16 | -37 | -3 | 13 | 5
CCN(CC)S(=O)(=O)c1ccc(Cl)c(NC(=O)c2ccncc2)c1 | 10&3 | 19 | 0.4 | -2 | 17 | -4&2 | -5 | -6 | 2
O=c1c2ccccc2c(C=NCc2ccccn2)c(O)n1-c1ccccc1 | 7 | 1 | 1.0 | -21 | -6 | 3 | -21 | -4 | -2
O=C(CCSCc1ccccc1Cl)N1CCN(c2cccc(Cl)c2)CC1 | 4 | 2 | 0.6 | 15 | -3 | -24 | 10 | -2 | 1
CCOc1ccc(N2C(=O)CC(NCc3ccc(S(N)(=O)=O)cc3)C2=O)cc1 (stereo not given) | 9 | 11 | 0.2 | -8 | -5 | 7 | -6 | 0 | -2
Cn1sc(NC(=O)c2ccccc2Cl)nc1=O | 9 | 1 | 0.1 | -21 | 1 | 30 | 0 | 8 | 17

From PubChem
